LANA DNA inh: inhibitors of KSHV LANA C-terminal domain DNA binding; AID 504423; 340,000 tested, 0.078% active; MBP-C-LANA/FAM-LBS DNA binding, fluorescence polarization; inhibition, % at 9 µM;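 active = highest replicate inhibition at or above 60% at 9 µM, even if other replicates fall short; inactive = all replicates below 60% inhibition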;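 also: 0% = neutral control wells and 100% = 4 µM acridine orange control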
NSD2 inh: NSD2 (human) methyltransferase inhibition; 310,000 tested, 0.54% active; AID 743445; inhibition, % at 12.5 µM; NSD2 peptide methylation, AlphaScreen, 120 min; in the data active = inhibition above about 50%
Target sequence (O96028 whole entry, looked up): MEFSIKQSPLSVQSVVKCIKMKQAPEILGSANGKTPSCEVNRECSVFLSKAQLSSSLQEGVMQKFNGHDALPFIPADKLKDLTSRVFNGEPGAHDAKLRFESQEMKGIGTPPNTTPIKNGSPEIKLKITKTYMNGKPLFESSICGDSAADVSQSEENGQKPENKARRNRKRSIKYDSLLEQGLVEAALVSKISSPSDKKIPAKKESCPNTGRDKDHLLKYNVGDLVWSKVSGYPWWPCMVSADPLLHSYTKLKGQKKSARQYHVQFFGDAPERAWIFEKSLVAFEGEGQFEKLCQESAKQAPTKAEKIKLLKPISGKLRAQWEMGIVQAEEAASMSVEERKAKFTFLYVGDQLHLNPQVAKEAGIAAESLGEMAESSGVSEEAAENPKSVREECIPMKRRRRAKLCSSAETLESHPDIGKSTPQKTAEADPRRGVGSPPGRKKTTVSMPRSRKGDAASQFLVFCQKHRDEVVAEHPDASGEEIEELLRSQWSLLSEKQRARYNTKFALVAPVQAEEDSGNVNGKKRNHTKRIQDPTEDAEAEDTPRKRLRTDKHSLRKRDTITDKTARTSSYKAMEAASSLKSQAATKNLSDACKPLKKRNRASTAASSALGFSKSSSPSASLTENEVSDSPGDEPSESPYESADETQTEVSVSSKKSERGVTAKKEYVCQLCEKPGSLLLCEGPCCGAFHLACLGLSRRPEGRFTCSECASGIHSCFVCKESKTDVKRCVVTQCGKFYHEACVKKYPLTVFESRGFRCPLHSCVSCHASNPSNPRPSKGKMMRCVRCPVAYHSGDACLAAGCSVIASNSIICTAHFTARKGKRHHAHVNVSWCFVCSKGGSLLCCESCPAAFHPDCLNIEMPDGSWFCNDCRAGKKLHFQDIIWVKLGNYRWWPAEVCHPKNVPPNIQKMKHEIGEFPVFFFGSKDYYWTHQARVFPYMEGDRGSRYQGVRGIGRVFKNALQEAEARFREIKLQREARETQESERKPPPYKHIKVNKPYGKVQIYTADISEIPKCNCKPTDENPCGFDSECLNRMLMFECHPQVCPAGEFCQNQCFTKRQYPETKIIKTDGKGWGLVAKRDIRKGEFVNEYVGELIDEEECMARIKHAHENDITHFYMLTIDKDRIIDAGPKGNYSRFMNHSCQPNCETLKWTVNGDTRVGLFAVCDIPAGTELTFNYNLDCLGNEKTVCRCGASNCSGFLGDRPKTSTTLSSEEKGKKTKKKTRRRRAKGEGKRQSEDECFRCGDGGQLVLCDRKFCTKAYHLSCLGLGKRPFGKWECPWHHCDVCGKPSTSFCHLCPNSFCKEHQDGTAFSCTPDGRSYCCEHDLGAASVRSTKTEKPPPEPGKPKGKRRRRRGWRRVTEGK
PKA-R2B act: PKA-R2B complex activation. P22694+P31323. PKA-R2B holoenzyme dissociation, Cy5-IP20 fluorescence polarization; R2B truncated from residue 108, S112A mutant; 0% DMSO only, 100% 113 µM cGMP. activation, % at 11.4 µM. 340,000 tested, 0.079% active. AID 504700;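 active = activation above a cutoff set at the mean over all compounds plus 3 SD, cut at about 18% in these data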;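 also: higher means more holoenzyme dissociation and a rise in polarization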
Cardiac RTF inh: cardiac RTF calcium desensitization; P19429+P45379; IANBD-labeled cardiac RTF, Ca2+ fluorescence; inhibition, % at 7.15 µM; 340,000 tested, 0.12% active; AID 493244;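 active = inhibition above the mean inhibition of all tested compounds plus 3 SD, cut at about 17% in these data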;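 also: assay run at fixed EC70 calcium of 1.6 mM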
Arrestin-AP2 inh: human beta-arrestin and AP2 interaction inhibition | FITC-arrestin peptide / GST-AP2 beads, flow cytometry; AP2 beta2 appendage carries R879A mutation | 340,000 tested, 0.31% active | inhibition, % at 10 µM;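 active = inhibition above a set limit, near 3 SD of compounds lacking own fluorescence, cut at about 54% in these data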;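 also: plate controls were DMSO wells for no effect and 5 µM unlabelled arrestin peptide for full effect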
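System: GST-AP2 R879A bound to glutathione beads, E. coli-expressed. Also added: 50 nM FITC-arrestin peptide. Schedule: compound with beads 12 min RT, then probe 1 h RT. Signal: bead flow cytometry, FITC channel. Read-out basis: percent response.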
SR-BI DiI inh: blocks mouse SR-BI lipid uptake from DiI-HDL; AID 488896; ldlA[mSR-BI] CHO cells, DiI-HDL uptake fluorescence, 3 h; inhibition, % at 12.5 µM; Q61009; 320,000 tested, 0.96% active;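 active = mean replicate inhibition of at least 70% and a set share of replicates each scoring 70 or more; inconclusive = meets just one of the two criteria; inactive = fails both criteria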;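 also: 0% = median of neutral control wells and 100% = median of positive control wells; values of inactives mirror those of a sister screen read the other way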
SR-BI DiI-HDL act: SR-BI HDL lipid transfer activation; CHO ldlA[mSR-BI] cells, DiI-HDL uptake fluorescence, 3 h; 100 = double the neutral-control signal; activation, % at 12.5 µM; 320,000 tested, 0.096% active;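 active = mean replicate activation of at least 60% and every replicate at or above 60%; inconclusive = mean or all-replicate condition met, but not both; inactive = mean below 60% and not all replicates reaching 60%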;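 also: 0% = median plate neutral-control signal and 100% = twice that signal; values of inactives mirror those of a sister screen read the other way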
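Assay system: CHO ldlA[mSR-BI] cells, LDL receptor-null, SR-BI overexpressing; medium: Ham's F12 with 0.5% BSA, HEPES 25 mM, pH 7.4; also added: DiI-HDL 10 µg/mL; timing: 3 h uptake period with compound, 37 °C; signal: DiI fluorescence, bottom read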
PvdQ acylase: P. aeruginosa PvdQ acylase inhibition; inhibition, % at 10 µM; 340,000 tested, 0.063% active; purified PvdQ acylase, fluorescence plate reader; in the data active = inhibition above about 30%, passing the limit was not always enough; inconclusive = no clear call, values can overlap the other calls;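 also: 0% = vehicle neutral wells and 100% = reference inhibitor wells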
Keap1-Nrf2 PPI: Keap1-Nrf2 (human) interaction inhibition. Keap1 Kelch-Nrf2 peptide fluorescence polarization, 1536-well. inhibition, % at 9.4 µM. 340,000 tested, 0.15% active. AID 504523; in the data active = inhibition above about 12%; inconclusive = no clear call, values can overlap the other calls; inactive = below about 7.3%;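 also: human Keap1 Kelch domain with fluorescein labeled Nrf2 9mer peptide probe; 0% = neutral control wells and 100% = peptide positive control; higher means more block of Keap1 binding to Nrf2 peptide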
DAGLB inhibitor: diacylglycerol lipase beta (human) inhibition | HEK293T DAGLB membrane lysate, EnzChek fluorogenic substrate | inhibition, % at 5.17 µM | 340,000 tested, 0.059% active; in the data active = inhibition above about 34%;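 also: 0% = enzyme with vehicle and 100% = wells lacking enzyme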
* marks the source's active call; other numbers are inactive results; ? = inconclusive; · = not tested or not shown.

SMILES	LANA DNA inh	NSD2 inh	PKA-R2B act	Cardiac RTF inh	Arrestin-AP2 inh	SR-BI DiI inh	SR-BI DiI-HDL act	PvdQ acylase	Keap1-Nrf2 PPI	DAGLB inhibitor
COc1ccc(N2C(=O)/C(=C/N(C)C)NC2=S)cc1	0.7	-1	3	-13	2	-30	30	-7	-9	0
CCOC(=O)c1c(NC(=O)CCC(=O)N2CCOCC2)sc2c1CC(C)(C)OC2	-1.4	-3	2	-5	9	2	-2	7	-2	3
Oc1ccc(C[C@H]2CNCCN2CC2(c3ccccc3)CC2)cc1	1.7	·	-5	5	8	-13	13	4	-5	-2
CC(NC(=O)CCn1c(=S)[nH]c2ccsc2c1=O)c1ccccc1 (stereo not drawn)	-1.8	-1	9	-6	-11	-17	17	-3	-1	1
O=C(Cc1ccccc1)NC1CCN(S(=O)(=O)c2cccc(F)c2)CC1	-1.2	-11	1	-3	7	14	-14	8	2	-3
Cc1cccc(-n2c(-c3ccncc3)n[nH]c2=S)c1	-1.4	0	-4	-8	1	0	0	-7	-2	-1
COc1cc(CNC(=O)c2cccc(COc3ccc(Cl)cc3)c2)cc(OC)c1	0.8	-1	-6	3	2	23	-23	1	2	-9
CC1=NN(c2ccc(S(=O)(=O)O)cc2C)C(=O)C1	-0.3	15	2	3	10	-18	18	-12	?	-2
NS(=O)(=O)c1ccc(CCNC(=O)CNC(=O)Cc2cccc3ccccc23)cc1	-1.7	-8	-1	-2	17	-16	16	-19	-1	-1
Cc1cc(NC(=O)CSc2ncccc2C(=O)O)no1	-0.5	-3	0	-4	-7	-25	25	-13	-2	-3
Cc1cc(C)c(NC(=O)COC(=O)c2c(C)noc2C)c(Cl)c1	0.4	14	-6	-5	0	-19	19	-11	0	1
COc1ccccc1CCC(=O)Nc1ccc(OC)c(S(=O)(=O)N2CCOCC2)c1	-0.8	-1	-6	10	-8	23	-23	-14	-5	0
COc1ccc(Nc2nc(-c3cccc([N+](=O)[O-])c3)nc3ccccc23)c(OC)c1	0.8	-1	3	7	38	91*	-91	15	0	-2
CCc1nnc(NC(=O)CCC(=O)N2CCN(c3ccccn3)CC2)s1	0.1	-1	4	-5	2	-20	20	-8	0	-4
COc1ccc(/C=N/NC(=O)c2ccn[nH]2)cc1CSc1ccccn1	-0.2	0	-6	0	-6	-8	8	-13	-5	-1
CCOC(=O)c1ccc[n+](CC(=O)Nc2ccccc2OC(F)F)c1	0.4	0	-1	-4	-18	-5	5	3	-2	-1
CCn1c(SCc2ccc(OC)c(F)c2)nc2ccccc2c1=O	-0.5	-3	-9	-16	0	1	-1	-12	0	-10
COc1ccc(-c2c(C#N)sc(C(N)=O)c2-c2ccc(OC)cc2)cc1	0.8	-3	0	2	-4	43	-43	-4	-2	1
COc1cc(CCC(=O)N2CCN(c3ccc([N+](=O)[O-])cc3)CC2)cc(OC)c1OC	-1.8	20	-1	-10	7	-3	3	-9	-2	-3
CCC1(C(=O)c2ccc(Cl)cc2)C2c3ccccc3OC(=O)C21C(=O)Nc1ccccc1 (stereo not drawn)	-1.5	·	1	-19	19	-45	45	25	2	1
CCOC(=O)N1CCC(=NNC(=O)c2ccccc2F)CC1	4.2	-2	-4	1	-5	8	-8	-14	-8	-1
Cc1ccc(S(=O)(=O)N2CCC(C(N)=O)CC2)cc1C(=O)NC1CCCCC1	0.9	0	-11	5	31	-29	29	6	-1	-1
COc1ccc(C2C=C(c3ccc(F)cc3)NC(=S)N2)cc1OC (stereo not drawn)	1.4	0	-3	-9	-8	67	-67	-8	3	-2
COCCNC(=O)/C(C#N)=C/c1cccc(OCc2ccccc2)c1	-1.8	0	-7	-7	19	12	-12	-14	-7	-3
COc1ccc(S(=O)(=O)N2CCC(C(=O)NCC3CCCCC3)CC2)cc1	-1.0	-2	7	-24	3	-6	6	-17	-5	-1
Oc1cncc(Cc2ccccc2)c1	-1.9	0	-13	-9	9	·	·	-10	-7	-2
CC(=O)NC1(c2nnnn2CCOC(=O)Nc2ccc(Cl)cc2)CCCC1	-1.9	-7	6	-5	27	19	-19	-2	2	1
Cc1ccc(CC2CC(=O)N(c3ccc(C)cc3)C2=O)cc1 (stereo not drawn)	0.3	-13	-3	-3	17	12	-12	-12	4	0
CC(C)OCCCNC(=O)NC(=O)c1ccc(Cl)cc1	-1.7	-2	-1	0	-5	-7	7	-6	-1	-3
CC1=C(C(=O)Nc2cc(C)ccn2)C(c2ccc(C)cc2)C2=C(CCCC2=O)N1 (stereo not drawn)	1.4	-9	4	-11	8	-4	4	-12	1	2
COc1cccc(N(C(C)=O)c2nc(C)cc(C)c2C#N)c1	0.4	0	-6	1	14	-7	7	4	-2	-2
CCC(CC)NC(=O)CON=C1c2ccccc2-c2ccccc21	2.6	-2	-8	0	11	72*	-72	-6	0	-5
Cc1c(NC(=O)C2CCCCC2)cc(C(=O)N2CCOCC2)cc1[N+](=O)[O-]	-2.1	0	-10	-2	11	-9	9	-17	-3	-1
CCOc1ccc(/C=N/NC(=O)CSc2ccccn2)cc1O	-2.9	1	6	-8	-8	5	-5	-6	-5	1
CCc1c(O)nc(SCC(=O)N(CC)CC)[nH]c1=O	-0.6	1	-5	-18	-3	-16	16	-10	-3	-3
Cc1ccc(C)c(-n2nnnc2Sc2nc([N+](=O)[O-])nn2C)c1	0.8	0	-7	-2	-1	39	-39	-13	0	-1
CSc1cc(C)nc(N(C)C(C)=O)n1	0.1	-1	-11	-3	7	-1	1	12	-2	-1
CCCn1c(COc2ccccc2OC)nc2ccccc21	1.5	-2	-8	-13	-27	11	-11	-11	-2	0
CCCn1c(C(O)c2ccc3c(c2)OCO3)nc2ccccc21 (stereo not drawn)	4.1	5	-1	-8	1	18	-18	-4	4	-3
C/C(=N\Nc1nc(C)cc(-c2ccccc2)n1)c1cccc(N)c1	0.5	4	2	1	-18	20	-20	-3	4	-3
C=CCNc1nnc(Cl)c2ccccc12	0.1	7	2	-4	6	0	0	-6	-2	2
Cc1sc2nc(SCc3nnc(-c4cccs4)o3)n(C3CCCC3)c(=O)c2c1C	-1.6	23	10	-7	23	9	-9	5	1	-3
COC(=O)c1cccc(NC(=O)C23CC4CC(C2)CC(n2cncn2)(C4)C3)c1	-0.9	-1	-2	-8	2	12	-12	-8	-3	-2
O=C(CN1C(=O)C2C3C=CC(C3)C2C1=O)N1CC(=O)N(CCc2ccccc2)C(=O)C1 (stereo not drawn)	0.8	-1	0	4	3	-29	29	-7	-3	-2
O=C(NCC(O)c1ccc([N+](=O)[O-])cc1)c1cccc(S(=O)(=O)N2CCOCC2)c1 (stereo not drawn)	-1.1	1	-13	-10	-10	23	-23	-18	-1	0
NC(=O)CCS(=O)(=O)CCN1CCCCC1	0.1	-1	-10	-3	31	-10	10	-1	2	-2
CCN1C(=O)/C(=C/N2CCc3ccccc32)SC1=S	1.4	-1	10	-2	70*	-15	15	-5	-5	-2
Nc1ccc2nc(SCc3ccc([N+](=O)[O-])cc3)sc2c1	1.0	2	-1	-3	4	10	-10	-12	4	1
CC(C)OP(=O)(OC(C)C)C(NC(=O)c1cccc([N+](=O)[O-])c1)C(N)=O (stereo not drawn)	1.9	1	8	-7	17	-6	6	-5	2	1
Cc1ccc(S(=O)(=O)N[C@@H](CO)C(=O)N[C@@H](Cc2ccc(O)cc2)C(=O)O)cc1	0.1	-1	10	-1	4	-12	12	-9	1	2
Cc1ccc(S(=O)(=O)N2CCN(C(=O)C3Cc4ccccc4CN3C(=O)c3ccco3)CC2)cc1 (stereo not drawn)	0.7	·	-12	-4	-5	-2	2	-8	-2	0
Cc1ccc(NC(=O)C2CCN(C(=O)N3CCOc4ccccc43)CC2)cc1	0.5	·	-9	-5	14	-3	3	-4	3	-1
CC(=O)Nc1ccc(S(=O)(=O)N2CCN(CCCOc3ccccc3Cl)CC2)cc1	-0.6	1	-9	-4	-9	23	-23	-12	2	0
CN1CCN(S(=O)(=O)c2cccc(C(=O)Nc3sc4c(c3-c3nc5ccccc5[nH]3)CCCC4)c2)CC1	-1.5	-3	-3	0	19	?	-70	-4	-9	-3

Of the compounds above, these have a COOH group:
SMILES	LANA DNA inh	NSD2 inh	PKA-R2B act	Cardiac RTF inh	Arrestin-AP2 inh	SR-BI DiI inh	SR-BI DiI-HDL act	PvdQ acylase	Keap1-Nrf2 PPI	DAGLB inhibitor
Cc1cc(NC(=O)CSc2ncccc2C(=O)O)no1	-0.5	-3	0	-4	-7	-25	25	-13	-2	-3
Cc1ccc(S(=O)(=O)N[C@@H](CO)C(=O)N[C@@H](Cc2ccc(O)cc2)C(=O)O)cc1	0.1	-1	10	-1	4	-12	12	-9	1	2

Compound profiles (already shown):
Results for CC1=C(C(=O)Nc2cc(C)ccn2)C(c2ccc(C)cc2)C2=C(CCCC2=O)N1 (stereo not drawn) = LANA DNA inh: 1.4; NSD2 inh: -9; PKA-R2B act: 4; Cardiac RTF inh: -11; Arrestin-AP2 inh: 8; SR-BI DiI inh: -4; SR-BI DiI-HDL act: 4; PvdQ acylase: -12; Keap1-Nrf2 PPI: 1; DAGLB inhibitor: 2
Results for CCOc1ccc(/C=N/NC(=O)CSc2ccccn2)cc1O = LANA DNA inh: -2.9; NSD2 inh: 1; PKA-R2B act: 6; Cardiac RTF inh: -8; Arrestin-AP2 inh: -8; SR-BI DiI inh: 5; SR-BI DiI-HDL act: -5; PvdQ acylase: -6; Keap1-Nrf2 PPI: -5; DAGLB inhibitor: 1
Results for CCOC(=O)c1ccc[n+](CC(=O)Nc2ccccc2OC(F)F)c1 = LANA DNA inh: 0.4; NSD2 inh: 0; PKA-R2B act: -1; Cardiac RTF inh: -4; Arrestin-AP2 inh: -18; SR-BI DiI inh: -5; SR-BI DiI-HDL act: 5; PvdQ acylase: 3; Keap1-Nrf2 PPI: -2; DAGLB inhibitor: -1

A few values from the entries so far.
Entry for O=C(Cc1ccccc1)NC1CCN(S(=O)(=O)c2cccc(F)c2)CC1 in NSD2 inh: -11
Entry for Cc1ccc(NC(=O)C2CCN(C(=O)N3CCOc4ccccc43)CC2)cc1 in Keap1-Nrf2 PPI: 3

From PubChem
